Screening results (PubChem)
TCR activator: activators of T cell receptors; primary human leukocytes, anti-CD3, IL-2 HTRF, 48 h; Potency, µM (top dose mostly 9.22 µM), for inactives: top-dose activation of IL-2 secretion, actives largely listed as activators; 330,000 tested, under 10 active; note: % of control where 0% means no effect
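IL-2 produced over 48 hr by a-CD3 bead-stimulated primary human leukocytes exposed to compounds was detected with a homogeneous time-resolved FRET immunoassay, 665nm acceptor signal after 320nm excitation.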
TSHR antag: antagonists of human thyroid stimulating hormone receptor | hit rate 0.2% among 330,000 | P16473 | TSHR-expressing cells, TSH-stimulated cAMP HTRF, 2 h; hits give low values | activity change, negative = inhibition, % at 11.5 µM | AID 504810;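 active = activity change below a set negative limit, meaning inhibition stronger than a set level, cut at about -70% in these data; inconclusive = activity change between two set negative limits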; note: % is set by controls: 0 for no effect and ±100 for the full control effect
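TSHR-expressing cells were treated with compounds, then stimulated with TSH at EC80 (4nM final) for 2 hours at 37 deg C. Cellular cAMP was measured by HTRF competition between lysate cAMP and cAMP-d2 for a cryptate-labelled anti-cAMP antibody.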
S-ASM inh: inhibitors of human secretory acid sphingomyelinase. P17405. placental ASM, HMU-PC fluorogenic substrate, 60 min. Potency, µM (highest dose often 57.5 µM), for inactives: at the highest dose activity change, negative = inhibition, actives largely listed as inhibitors. hit rate 0.006% among 340,000; note: potency is the fitted concentration of half-maximal effect
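Fluorescence read-out (Ex 386 nm, Em 447 nm) after stopping the reaction at pH 10. Enzyme: ASM from human placenta; substrate HMU-PC0, 9 uM final; 60 min, 37 °C. Compound preincubation 10 min, ambient temperature.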
TSG101-PTAP inh: blocks PTAP/TSG101 interaction to inhibit HIV-1 budding; Q99816; Fluorescence polarization, FITC-PTAP peptide / Tsg101 binding; Potency, µM (top dose mostly 115 µM), without a hit: at the highest dose activity change, negative = inhibition, hits mostly inhibitors; 340,000 tested, under 10 active; AID 493005; active = well fitted inhibition curve with a large enough effect in the main read-out, with a control signal flat, not every such curve was filed as active; inconclusive = small, poorly fitted or top-dose-only effect, or effect the other way, or a change in a side signal; inactive = no such curve, though single readings can be large or run the other way; note: potency is the fitted concentration of half-maximal effect; % of control where 0% means no effect
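Compounds were pin-transferred onto Tsg101 binding domain (10 uM final) in HEPES pH 7.5 buffer, then FITC-PTAP peptide was added at 50 nM final. After 20 min at RT, polarization reported peptide displacement across a qHTS concentration series.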
MBNL1-CUG inh: MBNL1-poly(CUG) RNA binding inhibition; Q9NR56; AID 2675; hit rate 0.036% among 280,000; TR-FRET MBNL1-His/biotin-(CUG)12 binding, 665/545 ratio; Potency, µM (series often up to 57.5 µM), without a hit: at the top dose activity change, negative = inhibition, hits mostly inhibitors; active = well fitted inhibition curve with a large enough effect in the signal ratio, with a control signal flat, not every such curve was filed as active; inconclusive = small, poorly fitted or top-dose-only effect, or effect the other way, or a change in a side signal; inactive = no such curve, though single readings can be large or run the other way; the % refers to the signal ratio; note: potency is the fitted concentration of half-maximal effect; % is set by controls: 0 for no effect and ±100 for the full control effect
Target sequence (Q9NR56 whole entry, looked up): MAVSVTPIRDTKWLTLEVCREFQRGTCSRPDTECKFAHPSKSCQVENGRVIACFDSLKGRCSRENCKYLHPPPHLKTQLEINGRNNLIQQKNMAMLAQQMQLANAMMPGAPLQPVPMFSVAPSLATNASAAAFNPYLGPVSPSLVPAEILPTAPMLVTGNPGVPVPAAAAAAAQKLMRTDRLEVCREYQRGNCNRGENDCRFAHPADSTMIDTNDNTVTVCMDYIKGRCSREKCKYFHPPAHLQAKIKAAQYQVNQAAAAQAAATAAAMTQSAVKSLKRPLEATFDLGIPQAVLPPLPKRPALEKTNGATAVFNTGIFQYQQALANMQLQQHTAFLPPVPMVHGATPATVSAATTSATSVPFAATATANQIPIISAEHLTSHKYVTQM
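Compounds (final 92 nM to 58 uM) are added to His-tagged MBNL1 and biotin-(CUG)12, then terbium anti-His antibody and streptavidin-XL665 (5 nM final). After 60 min at room temperature, the 665/545 nm ratio is read.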
MLL CXXC-DNA inh: blocks binding of human MLL CXXC domain to DNA. MLL-CXXC / FITC-HOXA9 DNA fluorescence polarization. Q03164. Potency, µM (series often up to 115 µM), without a hit: at the highest dose activity change, negative = inhibition, usual class: inhibitors. hit rate 0.037% among 290,000; active = well fitted inhibition curve with a large enough effect in the polarisation, with a control signal flat, not every such curve was filed as active; inconclusive = small, poorly fitted or top-dose-only effect, or effect the other way, or a change in a side signal; inactive = no such curve, though single readings can be large or run the other way; the % refers to the polarisation; note: potency is the fitted concentration of half-maximal effect
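Purified MLL-CXXC (added from a 7 uM solution) was preincubated 5 min at ambient with pinned compounds in 50 mM Tris-HCl pH 7.5, 50 mM NaCl, 1 mM DTT, 0.05% BSA. Fluorescein-labeled HOX-A9 DNA (50 nM solution) followed, 30 min, then polarization read.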
Mito fusion act: mitochondrial division inhibition or fusion activation; S. cerevisiae fusion-defective mutant growth rescue, CellTiterGlo 48 h; Potency, µM (top dose mostly 46.1 µM), inactives show top-dose growth rescue (activation), usual class: activators; hit rate 0.23% among 320,000;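 note: potency is the fitted concentration of half-maximal effect; % of control where 0% means no effect; nearly all actives have a fitted effect of over 45% in size; temperature-sensitive fusion mutants such as fzo1-1 at 37 °C on non-fermentable ethanol glycerol medium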
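Luminescent cell viability in 1536-well qHTS format served as the measure of rescued growth in ts fusion-mutant S. cerevisiae cultured on non-fermentable YPEG for 48 hours at 37C.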
Integrin act MD: integrin-mediated muscular dystrophy alleviation activation | hit rate 0.064% among 350,000 | alpha7betagal myoblasts, beta-gal FDG fluorescence, 48 h | Potency, µM (titrated, usually from 38.3 µM), inactives show at the top dose activation, actives largely listed as activators;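 note: potency is the fitted concentration of half-maximal effect; 100% = response of the positive control SU9516; nearly all actives have a fitted effect of over 60% in size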
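alpha7betagal+/- myoblasts (passage 13, 250/well) treated 48 h at 37C with compounds at 1:260 dilution of DMSO stock. Lysed, then beta-galactosidase activity read as FDG fluorescence (ex 480/em 540) after 30 min, with pre-read for autofluorescence.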
AT treatment: potential ataxia-telangiectasia treatment; AID 485349; Potency, µM (series often up to 57.5 µM), for the others: at the top dose activation, usual class: activators; hit rate 0.19% among 320,000; […] A-T fibroblasts, KAP-1 phosphorylation AlphaLISA; neocarzinostatin DNA damage 30 min before lysis; note: potency is the fitted concentration of half-maximal effect; % of control where 0% means no effect; nearly all actives have a fitted effect of over 45% in size
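hTERT-immortalized A-T patient fibroblasts ([…]), 500 cells/well in OPTI-MEM, 1% FBS, got compounds for 60 min, then NCS for 30 min at 37C. Lysates were then assayed for phospho-KAP-1 by AlphaLISA (anti-pKAP1 donor, anti-KAP1 acceptor beads), 6 hr at 25C.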
Menin MLL FP TR: displaces Texas Red mutant MLL peptide from human menin; Menin + Texas Red MLL mutant peptide, fluorescence polarization; Potency, µM (highest dose often 61.6 µM), for inactives: top-dose FP activity change, negative = inhibition, hits mostly inhibitors; hit rate 0.23% among 270,000; active = well fitted inhibition curve with a large enough effect in the polarisation, with a control signal flat, not every such curve was filed as active; inconclusive = small, poorly fitted or top-dose-only effect, or effect the other way, or a change in a side signal; inactive = no such curve, though single readings can be large or run the other way; the % refers to the polarisation; note: potency is the fitted concentration of half-maximal effect; % of control where 0% means no effect; many of its hits are not listed in these tables
Target sequence (O00255 whole entry, looked up): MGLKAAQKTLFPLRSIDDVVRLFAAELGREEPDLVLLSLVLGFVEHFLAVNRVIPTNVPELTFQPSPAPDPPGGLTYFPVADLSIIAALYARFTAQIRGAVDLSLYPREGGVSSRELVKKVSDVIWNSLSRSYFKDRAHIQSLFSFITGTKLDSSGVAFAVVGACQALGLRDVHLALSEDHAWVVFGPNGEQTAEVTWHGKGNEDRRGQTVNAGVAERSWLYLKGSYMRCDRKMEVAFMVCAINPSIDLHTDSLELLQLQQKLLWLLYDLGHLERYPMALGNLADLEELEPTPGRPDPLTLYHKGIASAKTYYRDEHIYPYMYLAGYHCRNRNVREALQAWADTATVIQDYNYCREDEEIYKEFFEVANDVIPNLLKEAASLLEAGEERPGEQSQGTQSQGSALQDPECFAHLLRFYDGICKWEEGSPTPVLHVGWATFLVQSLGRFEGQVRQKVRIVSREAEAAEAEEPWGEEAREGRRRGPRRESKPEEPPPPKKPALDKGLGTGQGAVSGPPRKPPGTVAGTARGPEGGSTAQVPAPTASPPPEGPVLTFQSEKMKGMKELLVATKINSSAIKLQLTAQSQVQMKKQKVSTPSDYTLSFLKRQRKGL
The depositor's hits bear a star; ? = inconclusive; / = not tested or not shown; [ ] = dose if it differs, or a comment. Unless noted, calls come from the whole dose curve; as a rule, active = well fitted curve in the direction sought with a large enough effect; inconclusive = small, poorly fitted or top-dose-only effect, or another doubt; inactive = no such curve, though single readings can be large; an effect the other way counts as inactive or inconclusive. A portion of the library. The share of hits here may be higher or lower than overall.

SMILES | TCR activator | TSHR antag | S-ASM inh | TSG101-PTAP inh | MBNL1-CUG inh | MLL CXXC-DNA inh | Mito fusion act | Integrin act MD | AT treatment | Menin MLL FP TR
Cc1sc2nc(SCC(=O)N3CCCCC3)[nH]c(=O)c2c1C | 4%[46.1 µM] | 3 | -2% | -2% | -10% | -6% | 7% | 5% | / | -7%
COc1ccc(CN(CC2CCC(C(=O)O)CC2)C(=S)Nc2cc(Cl)ccc2OC)cc1 (configuration not stated) | -1% | -10 | 0% | -9% | -8% | 10% | 2% | 1% | 2% | ?
CC(=O)c1c(C)n(-c2cccc(Cl)c2)c2ccc(O)cc12 | -4% | -4 | -5% | -1% | -11% | 3% | -2% | 20% | -1% | -11%
CC(C)C(c1nnnn1Cc1ccccc1)N1CCC(C(N)=O)CC1 (configuration not stated) | -1% | -11 | 0% | -1% | -9% | 3% | 6% | -12% | 1% | 2%
COc1cccc(OCC(=O)NNC(=O)c2ccc3ccccc3c2O)c1 | 1% | -2 | 79%[activator] | -3% | 3% | -26% | 3% | -11% | 0% | ?
CC(C)c1c(C(=O)N/N=C/c2ccc(-c3ccccc3)cc2)nnn1-c1nonc1N | 5% | 7 | 0% | 2% | -1% | 11% | 0% | 12% | 4% | /
COc1ccc([C@H]2/C=C\CN(C(=O)c3ccc(C)cc3)[C@@H](C)C(=O)N2Cc2ccc(F)cc2)cc1 | 0% | / | -2% | -1% | / | / | / | -19% | / | /
O=C(OCCOc1ccccc1)c1n[nH]c2ccccc12 | -2% | -12 | -3% | -3% | / | 6% | 26% | ? | -3% | /
Cc1c(N/C(=N/S(=O)(=O)c2ccc(Cl)cc2)c2ccccc2)c(=O)n(-c2ccccc2)n1C | 0%[46.1 µM] | 4 | / | / | -13% | 4% | 0% | / | 5% | -8%
O=C(C1=NN[C@@H]2C(=O)N(c3ccccc3C(F)(F)F)C(=O)[C@H]12)c1ccc2ccccc2n1 | 1%[46.1 µM] | 8 | -2% | -2% | ? | 8% | -1% | 15% | 1% | 6%
O=S(=O)([O-])CCC[n+]1c(SCCCS(=O)(=O)O)sc2ccc(Cl)cc21 | -5%[46.1 µM] | -7 | 6% | -6% | / | 1% | 4% | 15% | 0% | -10%
Cc1ccccc1NC(=O)c1ccc(S(=O)(=O)N(C)C)cc1 | 11%[46.1 µM] | -7 | 4% | -2% | -14% | 11% | -6% | 8% | -2% | 14%
O=P(c1ccccc1)(c1ccccc1)c1nc(-c2ccc(Cl)cc2)oc1N1CCOCC1 | -5% | 2 | -7% | -11% | 4% | 1% | 10% | 12% | 9% | ?
O=C(Cc1ccccc1)Nc1ccc2c(c1)C(=O)N(CC1CCCO1)C2=O (configuration not stated) | -2% | 2 | 15% | 1% | ? | 18% | 1% | -5% | 0% | 16%
COc1ccc(Cl)cc1C(=O)Nc1ccc2c(c1)OCO2 | -3% | -6 | 1% | -3% | -16% | -6% | -3% | -24% | 7% | 17%
COc1ccc(CCNC(=O)C2CCN(S(=O)(=O)c3ccc(C)cc3)CC2)cc1OC | -5% | 52 | 6% | 1% | -14% | 0% | 1% | 2% | -23% | -29%
Cc1cc(C)c(S(=O)(=O)N2CCN=C2c2ccccc2)c(C)c1 | 8%[46.1 µM] | -24 | -2% | -2% | ? | -2% | -9% | 16% | 5% | -9%
COc1ccc(NC(=O)c2cc3ccccc3o2)cc1S(=O)(=O)N1CCCCC1 | 8% | -21 | -9% | -1% | / | / | / | 7% | -2% | /
CN(c1cccc(NC(=O)COc2ccccc2)c1)S(C)(=O)=O | -3% | 23 | -3% | -8% | -2% | 5% | 9% | 2% | 7% | -1%
CC(C)OCCCNC(=O)c1cccc(NC(=O)c2ccccc2)c1 | 0%[46.1 µM] | 10 | 0% | 1% | -8% | 5% | 6% | 3% | 0% | -1%
CCCCOc1ccccc1C(=O)N(Cc1ccc(C)o1)C1CCS(=O)(=O)C1 (configuration not stated) | -7% | -3 | 2% | 4% | -3% | 18% | 1% | -36% | -1% | /
O=C(O)C1CCC(N2C(=O)C3C4CCC(C4)C3C2=O)CC1 (configuration not stated) | -4% | 1 | 4% | 0% | -13% | -1% | 2% | ? | 3% | 41%[activator]
COc1cc(OC)cc(-c2nc3ccccc3c(=O)n2OC(=O)c2ccccc2C)c1 | -1%[46.1 µM] | -5 | -4% | -1% | -2% | 10% | 0% | -26% | 3% | 8%
O=C(CCC(=O)c1ccc(F)cc1)NN1C(=O)NC2(CCCCC2)C1=O | -1% | 1 | 2% | 0% | / | / | -4% | -14% | 1% | /
CCCCn1c(N)c(N(CC)C(=O)c2cccc(OCc3ccccc3)c2)c(=O)[nH]c1=O | 1% | 2 | 27% | -3% | / | / | -5% | -3% | 13% | /
O=C(c1cccs1)N1CCC(c2nc3ccccc3s2)CC1 | 5% | -19 | 4% | 1% | 0% | 3% | 13% | -7% | 17% | -21%
COc1ccc(OC)c(-c2csc(NC(=O)CN3C(=O)C4CCCCC4C3=O)n2)c1 (configuration not stated) | -2% | 7 | -8% | -3% | / | / | -4% | 15% | -5% | /
Cc1cc(OC(C)C(=O)NC(Cc2c[nH]c3ccc(O)cc23)C(=O)O)c2c(C)cc(=O)oc2c1 (configuration not stated) | -1% | -12 | -2% | -2% | 10% | -4% | 2% | -46%[inhibitor] | -8% | -1%
Cc1nccn1-c1ccc(C=O)cc1 | -9% | -5 | -1% | -5% | 4% | 4% | -2% | ? | -3%[11.5 µM] | 11%
O=C(c1cccc(Cl)c1)N1CCN(Cc2ccncc2)CC1 | 6%[46.1 µM] | -3 | 4% | 0% | -1% | -2% | -1% | 0% | 9% | -17%
CCc1cc2cc3c(cc2nc1SCC(=O)Nc1nnc(C)s1)OCCO3 | -10% | 7 | 0% | -3% | 7% | 8% | 3% | 13% | 6% | 5%
CCCC[C@@H]1CNC(=S)N1CCCC | 2% | 15 | 11% | / | 8% | -23% | -2% | 9% | 3% | -6%
COc1cc2c(cc1OC)CN(Cc1cc(=O)n3cc(C)ccc3n1)CC2 | -3% | -1 | 95%[activator] | -5% | ? | 11% | -2% | 2% | 10% | 1%
Nc1cc(OCC(F)(F)F)cc([N+](=O)[O-])c1 | 1%[46.1 µM] | 2 | / | -3% | 4%[11.5 µM] | -6% | -23% | 14% | -1% | 1%
COCCNc1c(-c2cc3ccc(C)c(C)c3[nH]c2=O)nc2ccccn12 | -1% | -2 | -3% | 0% | ? | -4% | -1% | 36% | 5%[11.5 µM] | -15%
CCCn1c(=N)n(CC(O)COc2ccc(C)cc2)c2ccccc21 (configuration not stated) | -4% | 1 | -1% | -3% | / | 1% | -1% | -67%[inhibitor] | 1% | /
COc1ccc(-n2nc3cc(C)c(NC(C)=O)cc3n2)cc1 | 2% | 3 | 103%[activator] | 2% | 3% | 4% | 3% | 16% | 1% | -2%
Cc1cc(C(=O)NCCCN2CCCC2=O)no1 | -4% | -1 | 3% | -5% | -6% | 1% | -5% | 6% | -3% | -6%
CCc1nc2ccccc2c(C(=O)NCc2ccc(OC)cc2)c1C | 2% | -29 | 1% | -2% | -5% | -2% | 2% | 10% | 16% | -24%
C[C@H](NC(=O)c1nc[nH]c1C(=O)NCCCCCNC(=O)OC(C)(C)C)c1ccccc1 | -4% | 12 | -6% | / | / | / | -4% | -40% | -1% | /
CN(CC(=O)Nc1c(Cl)cccc1Cl)C(=O)c1cccc(S(=O)(=O)NCc2ccccc2)c1 | 3% | -8 | 4% | -4% | / | / | -5% | -4% | 13% | /
O=[N+]([O-])c1cccc(S(=O)(=O)NCCc2cccs2)c1 | -1% | 2 | -1% | 0% | ? | 7% | -6% | -8% | -2% | 11%
COc1ccccc1NC(=O)NNC(=O)CN1C(=O)COc2ccccc21 | 1% | -4 | 2% | -5% | 1% | -5% | -2% | -27% | -2% | 1%
N#Cc1nc(N2CCOCC2)nc(N2CCOCC2)n1 | 2% | -4 | -1% | -1% | 0% | 5% | -4% | -7% | -5% | -3%
O=[N+]([O-])c1ccc(O)c(C=NNc2ccc(S(=O)(=O)O)cc2)c1 | 3% | / | 10% | -8% | / | / | / | -7% | / | /
O=S(=O)(c1ccc(F)cc1)N1CN(Cc2ccco2)c2nc3ccccc3nc21 | / | -3 | 32%[activator] | -7% | 16% | -1% | 8% | -40% | / | 7%
